Screening results as filed in PubChem BioAssay.
FUS suppressor – rescues growth of FUS-expressing yeast; S. cerevisiae FUS-expressing, growth rescue, OD600, 24 h; Potency, µM (highest dose often 76.6 µM), for the others: at the highest dose growth rescue (activation), actives largely listed as activators; hit rate 0.24% among 390,000;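 further: potency means the concentration at half of the fitted maximal effect; plate controls were DMSO vehicle for no effect and reference control for full effect; nearly all actives have a fitted effect of over 55% in size; some results filed as inactive show a strong effect at the top dose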
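Restored growth of FUS-toxic S. cerevisiae, read as 600 nm absorbance after 24 h at 30C in galactose medium (starting OD 0.005). Controls CP55940 and DMSO.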
WRN inhibitor – WRN helicase (human) inhibition. Q14191. Potency, µM (highest dose often 114 µM), for inactives: top-dose activity change, negative = inhibition, most hits filed as inhibitors. WRN helicase unwinding, fluorescent forked duplex, kinetic. hit rate 0.46% among 360,000; further: potency means the concentration at half of the fitted maximal effect; on the % scale 0 is the no-effect control and ±100 the full control effect; nearly all actives have a fitted effect of over 55% in size
Target sequence (Q14191 whole entry, looked up): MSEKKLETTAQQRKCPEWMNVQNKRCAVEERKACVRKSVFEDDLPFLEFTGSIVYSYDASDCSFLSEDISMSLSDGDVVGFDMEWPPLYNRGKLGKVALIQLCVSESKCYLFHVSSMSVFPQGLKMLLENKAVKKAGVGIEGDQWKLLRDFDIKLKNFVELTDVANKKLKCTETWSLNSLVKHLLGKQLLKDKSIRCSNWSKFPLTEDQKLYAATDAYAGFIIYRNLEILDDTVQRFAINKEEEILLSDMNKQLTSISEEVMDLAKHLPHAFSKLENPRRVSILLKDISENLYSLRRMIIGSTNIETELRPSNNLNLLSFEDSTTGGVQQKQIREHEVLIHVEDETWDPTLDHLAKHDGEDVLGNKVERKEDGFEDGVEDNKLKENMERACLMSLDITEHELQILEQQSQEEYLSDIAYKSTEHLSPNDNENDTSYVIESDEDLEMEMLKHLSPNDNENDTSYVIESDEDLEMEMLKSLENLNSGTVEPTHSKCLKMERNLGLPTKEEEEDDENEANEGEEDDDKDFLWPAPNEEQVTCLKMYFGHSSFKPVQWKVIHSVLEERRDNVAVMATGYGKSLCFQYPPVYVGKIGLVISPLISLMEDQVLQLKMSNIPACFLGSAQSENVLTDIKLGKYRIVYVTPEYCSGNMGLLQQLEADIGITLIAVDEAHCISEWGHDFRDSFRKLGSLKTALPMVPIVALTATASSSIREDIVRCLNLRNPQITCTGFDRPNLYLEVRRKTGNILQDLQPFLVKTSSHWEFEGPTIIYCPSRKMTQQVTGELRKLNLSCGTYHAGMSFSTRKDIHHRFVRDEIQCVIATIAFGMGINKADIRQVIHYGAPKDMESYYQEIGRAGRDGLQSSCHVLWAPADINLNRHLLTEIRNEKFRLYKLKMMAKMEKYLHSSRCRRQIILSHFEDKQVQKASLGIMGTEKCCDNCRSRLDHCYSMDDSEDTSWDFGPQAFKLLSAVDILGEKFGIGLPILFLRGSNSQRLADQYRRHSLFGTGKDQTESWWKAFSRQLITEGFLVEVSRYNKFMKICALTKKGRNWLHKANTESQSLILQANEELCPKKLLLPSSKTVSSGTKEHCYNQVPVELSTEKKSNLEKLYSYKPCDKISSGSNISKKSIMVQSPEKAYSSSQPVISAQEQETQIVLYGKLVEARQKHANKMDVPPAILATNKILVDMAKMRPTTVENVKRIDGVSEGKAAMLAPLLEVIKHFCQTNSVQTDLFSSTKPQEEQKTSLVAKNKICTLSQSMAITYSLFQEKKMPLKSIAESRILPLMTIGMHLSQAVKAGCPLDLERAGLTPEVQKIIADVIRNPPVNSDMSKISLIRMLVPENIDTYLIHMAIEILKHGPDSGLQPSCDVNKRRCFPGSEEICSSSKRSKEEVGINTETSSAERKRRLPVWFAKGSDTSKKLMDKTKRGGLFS
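Screening of the MLSMR collection measured strand separation of a quenched forked DNA duplex (100 nM) by 20 nM WRN with 2 mM ATP, all final. Compounds were preincubated with enzyme 15 min at room temperature.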
aSyn yeast inh – inhibitors of alpha-synuclein toxicity in yeast; Yeast expressing alpha-synuclein, growth rescue, BacTiter-Glo, 24 h; Potency, µM (highest dose often 46.1 µM), for the others: at the highest dose growth rescue (activation), usual class: activators; hit rate 0.14% among 370,000; further: potency means the concentration at half of the fitted maximal effect; % of control where 0% means no effect; nearly all actives have a fitted effect of over 65% in size
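Screening used galactose-induced yeast with toxic alpha-synuclein levels, exposed to compound for 24 hr at 30 deg C. Cell growth, read with BacTiter-Glo luminescence, gave the measured signal.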
PLK1 PBD inh – blocks phosphopeptide binding to human PLK1 polo-box domain; Plk1 PBD binding of FITC phosphopeptide, fluorescence polarization; P53350; hit rate 2.8% among 360,000; Potency, µM, for inactives: max response, negative = inhibition, actives largely listed as inhibitors; further: potency means the concentration at half of the fitted maximal effect; series mostly up to about 57 µM; on the % scale 0 is the no-effect control and ±100 the full control effect; nearly all actives have a fitted effect of over 65% in size
Abeta yeast res – compounds reversing amyloid beta toxicity in yeast. hit rate 0.063% among 410,000. Potency, µM (doses to about 46.1 µM), for inactives: at the highest dose growth rescue, actives largely listed as activators. yeast expressing A-beta42, growth rescue, OD600, 48 h; response scale: 0% DMSO, 100% iron-clioquinol control; further: potency means the concentration at half of the fitted maximal effect; nearly all actives have a fitted effect of over 55% in size
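Growth rescue measured by 600 nm absorbance after 48 h yeast culture at 30 C with compound. Values normalized between DMSO and an equimolar ferric chloride plus clioquinol control.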
EPAC1 ag – agonists of human EPAC1; Potency, µM (doses to about 154 µM), without a hit: top-dose activation, most hits filed as activators; hit rate 0.073% among 360,000; O95398; EPAC1 agonist qHTS, biochemical assay; response scale: 100% = response to 6.5 mM cAMP; further: potency means the concentration at half of the fitted maximal effect; nearly all actives have a fitted effect of over 60% in size
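Nucleotide exchange assay: 100 nM EPAC1 with 250 nM Rap1B loaded with BODIPY-GDP and 50 uM GDP, room temperature. Fluorescence (480/540 nm) read every 5 min for 30 min; signal change normalized to 6.5 mM cAMP as full agonist.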
EPAC1 antag – EPAC1 (human) antagonism | O95398 | EPAC1 GEF assay, Rap1b-BODIPY-GDP exchange fluorescence | Potency, µM (highest dose often 115 µM), without a hit: at the highest dose activity change, negative = inhibition, usual class: inhibitors | hit rate 0.14% among 360,000;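 further: potency means the concentration at half of the fitted maximal effect; plate controls were vehicle for no effect and positive control for full effect; nearly all actives have a fitted effect of over 50% in size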
IL2 activator – activates IL-2 in a cell-based reporter assay | IL-2 activation reporter assay, cell-based qHTS; stimulated with anti-CD3/CD4/CD28 beads; in transgenic mouse T cells | activation, % (series mostly up to about 46 µM) | hit rate 0.065% among 360,000; in the data active means activation above about 50%; inconclusive means mostly about 30% to 49%; further: 0% is about no effect
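Unstimulated transgenic mouse T cells preincubated 60 min with compound, then stimulated with anti-CD3/anti-CD4-coated beads plus anti-CD28 for 18 h at 37 degrees C. IL-2 response read as EGFP and DsRed fluorescence by plate cytometry.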
PI5P4K alpha inh – inhibitors of human PI5P4K alpha; P48426; PI5P4Kalpha enzyme, ADP-Glo luminescence, 60 min; active compounds read low; max response, %; hit rate 1.2% among 330,000; AID 652105; active means max response of -50% or lower; inconclusive means between -30% and -50%; inactive means -30% or higher; further: value at the top dose of about 77 µM; on the % scale 0 is the no-effect control and ±100 the full control effect
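Luminescence from ADP-Glo served as readout of PI5P4Kalpha activity in a qHTS format. Reaction: enzyme, substrate, compound, ATP at 5 microM final, 60 min at RT.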
Numbers without * were called inactive; ? = inconclusive; . = no result given; [ ] = remark or other dose. Unless noted, the call rests on the fitted dose curve; in most records, active means well fitted curve in the direction sought with a large enough effect; inconclusive means small, poorly fitted or top-dose-only effect, or another doubt; inactive means no such curve, though single readings can be large; an effect the other way counts as inactive or inconclusive.

SMILES | FUS suppressor | WRN inhibitor | aSyn yeast inh | PLK1 PBD inh | Abeta yeast res | EPAC1 ag | EPAC1 antag | IL2 activator | PI5P4K alpha inh
N#CC1(NC(=O)COc2ccccc2[N+](=O)[O-])CCCCC1 | 0% | 0% | -3% | -27% | -3% | 4% | 0% | -1.9 | -4
C#Cc1cccc(Nc2nc(NCc3ccccc3OC)nc3ccsc23)c1 | -10% | -10% | -37%[inhibitor] | -8% | -54%[inhibitor] | 7% | -11% | -1.1 | ?
CSc1ccc(CCNC(=O)c2cc(C)nn2-c2ccccc2)cc1 | -20% | 2% | 3% | 2% | . | -7% | -2% | 0.1 | 0
Cc1ccc(NS(=O)(=O)c2cccs2)c(C)c1 | 4% | 3% | 16% | 2% | 19% | 0% | 10% | 0.0 | 2
Cc1cc(C)cc(NC(=O)CSc2nc(=O)n(CCN3CCOCC3)c3c2CCCC3)c1 | -23% | -5% | 6% | 0% | -1% | 0% | 11% | 1.6 | -2
CC(C)(C)c1cc(-c2ccccc2)no1 | -9% | -3% | 5% | 4% | -1% | -5% | -14% | -0.7 | 1
COc1cc(/C=C/C(=O)NCCn2c(C)cc3ccccc32)cc(OC)c1OC | ? | -10% | 6% | 4% | 23% | 1% | -14% | -1.2 | -4
Cc1cc(N(CC(=O)O)S(C)(=O)=O)ccc1Br | 5% | 5% | -5% | -6% | 3% | 2% | 8% | -0.6 | -7
CC[C@]12c3[nH]c4cc(CCC(=O)N(C)C)ccc4c3CCN1C(=O)[C@@H](CC(=O)NCC13CC4CC(CC(C4)C1)C3)C[C@@H]2C(=O)N1CCN(C(=O)C2CC2)CC1 | ? | 1% | 3% | -16% | -3% | -6% | 1% | -0.1 | 4
O=C(Nc1cccc(S(=O)(=O)NCc2ccco2)c1)c1cc(-c2ccc(F)cc2)nc2ccccc12 | 20% | -22%[57.1 µM] | -7% | -3% | 13% | 8% | -6% | -2.3 | 1
Cc1ccc(C)n1-c1ccccc1N1CCCCC1 | 2% | -13% | 0% | -3% | 0% | 9% | 5% | 0.2 | 6
CC(C)(CO)CNC(=O)c1ccc2nc(Cc3cccc(Cl)c3)oc2c1 | 15% | 3% | 10% | -7% | 14% | 0% | -7% | -0.7 | 5
Cc1ccc(-c2nc3ccsc3c(=O)[nH]2)cc1 | 7% | 1% | -7% | -15% | -12% | 4% | -4% | -0.7 | 0
O=C1NC(c2ccccc2)Nc2c1sc(=S)n2-c1ccccc1 (configuration not stated) | -1% | -2%[57.1 µM] | -3% | 21µM* | 0% | 2% | 5% | 1.7 | -4
O=C(NCC(c1ccco1)N1CCCC1)c1cc(S(=O)(=O)N2CCCCC2)ccc1Cl (configuration not stated) | 7% | 5% | -6% | -13% | -7% | 0% | -9% | 0.5 | -2

Single records (already shown). Screens in order: FUS suppressor	WRN inhibitor	aSyn yeast inh	PLK1 PBD inh	Abeta yeast res	EPAC1 ag	EPAC1 antag	IL2 activator	PI5P4K alpha inh
Shown for Cc1ccc(NS(=O)(=O)c2cccs2)c(C)c1 → 4%	3%	16%	2%	19%	0%	10%	0.0	2
Shown for Cc1cc(N(CC(=O)O)S(C)(=O)=O)ccc1Br → 5%	5%	-5%	-6%	3%	2%	8%	-0.6	-7
Shown for Cc1ccc(C)n1-c1ccccc1N1CCCCC1 → 2%	-13%	0%	-3%	0%	9%	5%	0.2	6
Shown for O=C(Nc1cccc(S(=O)(=O)NCc2ccco2)c1)c1cc(-c2ccc(F)cc2)nc2ccccc12 → 20%	-22%[57.1 µM]	-7%	-3%	13%	8%	-6%	-2.3	1

(more compounds)
SMILES | FUS suppressor | WRN inhibitor | aSyn yeast inh | PLK1 PBD inh | Abeta yeast res | EPAC1 ag | EPAC1 antag | IL2 activator | PI5P4K alpha inh
CC1CC(C)CN(C(=O)C2CCN(S(=O)(=O)c3ccc4c(c3)CC(C)N4C(=O)C3CC3)CC2)C1 (configuration not stated) | 22% | 3% | 12% | -6% | 6% | 6% | ? | -2.7 | 7
N#CC(=C(O)COC(=O)Cc1c[nH]c2ccccc12)c1nc2ccccc2[nH]1 | 21% | -1% | 1% | -4% | 7% | 10% | -22% | 0.4 | -54*
NC1=NC(=O)/C(=C/c2ccc(Br)cc2)S1 | -16% | 1% | 2% | 1% | -4% | -8% | -4% | 0.5 | -3
Cc1cccc(NC(=O)CCNS(=O)(=O)c2cccc3nonc23)c1C | 1% | -1% | -4% | -7% | 5% | 0% | -21% | -1.5 | 2
Cc1cccc(OCC(=O)Nc2cc(C)on2)c1 | 1% | -4% | 6% | -1% | 23% | 0% | 0% | 0.3 | 7
CC(CCOC1=NS(=O)(=O)c2ccccc21)NC(=O)C(=O)Nc1ccccc1 (configuration not stated) | 20% | 2% | 0% | -6% | 5% | -2% | -4% | 0.1 | 1
CCCc1ccc(-c2cc(C(=O)N3CCN(c4ccccn4)CC3)c3ccccc3n2)cc1 | 37% | -15% | 10% | -4% | 10% | 7% | -2% | -6.4 | 17
O=C1NC(=O)C(Cc2ccc(O)cc2)N1 (configuration not stated) | 10% | 5% | 1% | 4% | -10% | -8% | 10% | 0.0 | 3
Cc1c(C#N)c(SCC(N)=O)nc2c1CCCC2 | -6% | -8%[57.1 µM] | 13% | -3% | 23% | -2% | 9% | -0.3 | -1
CC1=C(C(=O)OCc2ccccc2)C(c2ccc(C(C)(C)C)cc2)NC(=O)N1CCCCCC(=O)O (configuration not stated) | ? | -11% | 4% | -20% | 22% | -6% | -16% | 1.0 | 2
CCN(CC)c1ccc(/C=N/N(c2ccccc2)c2ccccc2)c(O)c1 | . | 6% | -7% | -12% | -6% | 5% | -3% | -2.3 | 2
Cc1cccc(Cc2cnc(N3C(=N)SC(C)C3=O)s2)c1 (configuration not stated) | 34% | 3% | 10µM* | -20% | ? | 5% | -3% | -4.7 | -6
Fc1ccc(C(CCCn2nnc(-c3cccnc3)n2)c2ccc(F)cc2)cc1 | 46% | -10% | 8% | -2% | -14% | 13% | -29% | -3.8 | 2
Cc1ccccc1C(=O)NC1CCN(Cc2nnnn2Cc2ccc(F)cc2)CC1 | 15% | -1% | 0% | 1% | -1% | 1% | 15% | 0.2 | .
Cc1cc2nnc(SCC(=O)N3CCCCC3)n2c(N)n1 | -24% | 5% | -2% | -1% | -5% | 23% | 2% | 0.5 | -1
Cn1c(SCC(=O)Nc2ccc(NC(=O)c3cccc(F)c3)cc2)nnc1-c1ccncc1 | -7% | 7% | 0% | -5% | 5% | 7% | 8% | -1.9 | 0
COc1ccc(NC(=O)c2ccc(NC3CC(=O)N(c4ccc(C)cc4C)C3=O)cc2)cc1 (configuration not stated) | 31% | -7% | -1% | -3% | -8% | 9% | -25% | -5.1 | -5
Cc1cc(C)c[n+](-c2[nH]c(=O)sc2/C=N/N=C(\N)[S-])c1 | -27% | -11% | -8% | -21% | -9% | -1% | ? | -1.4 | 0
Cc1cc(=O)oc2c3c(cc(OCC(=O)NCc4ccco4)c12)OC(C)(C)CC3 | ? | -10% | -8% | -8% | -10% | -4% | -19% | -0.7 | 5
COc1ccc(/C=C(\C#N)C(=O)Nc2cc(S(=O)(=O)N3CCOCC3)ccc2N2CCCC2)cc1 | ? | -31%[57.1 µM] | 9% | 6.7µM* | -22% | -10% | 0% | -1.8 | -20
CCOC(CNC(=O)Cc1c(C)nc2c(-c3ccccc3)c(C)nn2c1C)OCC | 16% | -2% | 4% | -4% | 4% | -10% | -19% | -2.1 | -6
O=C(CN1CCCCCC1)NCCc1ccc(F)cc1 | -16% | 1% | 5% | -16% | -17% | 11% | 3% | 1.5 | .
COc1ccc(Br)cc1C(=O)Nc1ccccc1-c1ccccc1 | 8% | -2% | -5% | -2% | -3% | 4% | 8% | -4.8 | .
CCCCN(CCCC)S(=O)(=O)c1ccc(NC(=O)c2ccc([N+](=O)[O-])cc2Cl)cc1 | ? | -10% | 13% | -17% | 5% | -8% | -26% | -2.0 | 21
COCCn1c(SCC(=O)NCCc2ccc(OC)c(OC)c2)nc2c([nH]c3ccccc32)c1=O | 16% | -2% | -5% | -14% | -15% | 6% | -30% | -0.8 | 2
O=C(NCCC(=O)N1CCN(S(=O)(=O)c2ccccc2F)CC1)Nc1ccccc1 | . | -5% | 6% | 8% | 6% | -2% | 6% | -1.6 | -3
Cn1c(CCNC(=O)c2ccc(F)cc2)nc2ccccc21 | 25% | 7% | -11% | -6% | -7% | 7% | 8% | -0.1 | .
O=C(Nc1ccccc1)NC1CCCCNC1=O (configuration not stated) | 3% | -9% | 8% | 8% | 4% | 1% | 9% | -0.4 | 5
Nc1nc(=S)c2[nH]cnc2[nH]1 | -43% | 0% | -1% | -6% | 8% | -20% | 5% | -0.2 | ?
COC(=O)COc1ccc(-c2ccc(F)cc2)cc1C=O | 4% | -2% | 9% | -8% | -46%[inhibitor] | 12% | 0% | 1.0 | 3
CCC(=O)N1CCCc2ccccc21 | -6% | 4% | -2% | -15% | 3% | 4% | -3% | -0.4 | 1
COc1ccccc1N(CC(=O)N1CCc2ccccc2C1)S(C)(=O)=O | -1% | 5%[57.1 µM] | -9% | -11% | -16% | 7% | 6% | -0.5 | 4
N#Cc1ccsc1NC(=O)c1ccc(Cl)c([N+](=O)[O-])c1 | -23% | -11% | 4% | -1% | -1% | -5% | 12% | -0.6 | -24
COc1ccc(CCN2C(=O)CN(Cc3ccccc3)CC2=O)cc1OC | . | -2% | 13% | -7% | -4% | 2% | 0% | -0.4 | 6
CC12CCC(C/C1=N/NC(=O)COc1ccccc1Cl)C2(C)C (configuration not stated) | -20% | 8% | -9% | -9% | -4% | 2% | -10% | 0.6 | 0
C=CCn1c(SCc2ccccc2C#N)nnc1-c1ccccc1O | 7% | -3% | 12% | 2% | -12% | 5% | 5% | -0.2 | -6
CC(C)(C)OC(=O)N1CCC[C@H]1C(=O)NCc1ccc(Cl)cc1Cl | -20% | 3% | 5% | 27µM* | -11% | -10% | 0% | -1.0 | 8
CCOc1ccc2nc(Nc3nc(CSc4nnnn4-c4ccccc4)cc(=O)[nH]3)nc(C)c2c1 | -13% | -2% | 1% | 0% | 22% | 0% | 4% | 1.7 | -3
